# Screens (PubChem BioAssay)
# VHR inh abs = DUSP3 (human) phosphatase inhibition | P51452 | recombinant VHR phosphatase, pNPP absorbance | inhibition, % at 13.3 µM | hit rate 0.52% among 290,000; in the data active = inhibition above about 50%; also: some compounds called inactive have numbers as strong as hits
# Target sequence (P51452 whole entry, looked up): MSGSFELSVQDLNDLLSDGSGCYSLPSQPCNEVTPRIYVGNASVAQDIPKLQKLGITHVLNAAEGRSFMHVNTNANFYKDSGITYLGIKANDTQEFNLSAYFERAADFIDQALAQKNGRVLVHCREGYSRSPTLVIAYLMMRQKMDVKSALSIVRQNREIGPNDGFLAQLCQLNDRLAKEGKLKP
# Rv3671c protease = inhibits the M. tuberculosis serine protease Rv3671c | P9WHR9 | inhibition, % at 5.96 µM | hit rate 0.048% among 320,000 | AID 2606; in the data active = inhibition above about 38%;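 also: extracellular domain of Rv3671c used as enzyme; 0% = enzyme with DMSO and 100% = no enzyme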
# Target sequence (P9WHR9 whole entry, looked up, the tested form may be a part): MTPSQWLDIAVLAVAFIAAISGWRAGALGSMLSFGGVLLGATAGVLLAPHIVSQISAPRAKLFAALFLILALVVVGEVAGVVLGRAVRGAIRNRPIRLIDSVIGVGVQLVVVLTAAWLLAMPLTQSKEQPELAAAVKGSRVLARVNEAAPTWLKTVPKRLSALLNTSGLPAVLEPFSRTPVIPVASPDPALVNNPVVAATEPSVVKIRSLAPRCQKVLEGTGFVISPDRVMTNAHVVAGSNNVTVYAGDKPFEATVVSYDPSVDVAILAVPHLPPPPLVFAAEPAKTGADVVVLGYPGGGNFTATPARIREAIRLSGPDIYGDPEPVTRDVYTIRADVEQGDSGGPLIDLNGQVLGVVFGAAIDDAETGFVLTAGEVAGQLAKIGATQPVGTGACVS
# CCHF vOTU inh = CCHFV vOTU protease inhibition; Pep-AMC fluorescence; inhibition, % at 11.5 µM; hit rate 0.55% among 370,000; AID 651958; in the data active = inhibition above about 30%; also: 0% = vehicle wells with enzyme and 100% = no enzyme wells
# Yp Topo-I inh = Y. pestis Topo-I inhibition via cleavage products | Y. pestis Topo-I cleavage product accumulation, plate reader | activity, % at 10 µM | hit rate 0.064% among 360,000; in the data active = activity above about 50%, passing the limit was not always enough; also: inactives centre near 2
# MazEF act = activators of E. coli MazEF toxin-antitoxin RNase; P0AE70; FAM/BHQ RNA-DNA oligo cleavage fluorescence, 5 h; activation, % at 20 µM; hit rate 0.32% among 350,000; AID 504720; in the data active = activation above about 50%
# Target sequence (P0AE70 whole entry, looked up): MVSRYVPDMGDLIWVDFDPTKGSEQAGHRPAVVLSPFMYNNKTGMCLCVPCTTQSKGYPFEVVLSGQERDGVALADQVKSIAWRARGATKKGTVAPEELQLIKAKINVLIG
# PriA SSB inh = blocks PriA binding to SSB C-terminal tail; hit rate 0.6% among 430,000; AlphaScreen SSBct-PriA binding, biotinylated peptide; inhibition, % at 33 µM; in the data active = inhibition mostly above about 37%, no sharp cut-off; inactive = mostly below about 20%;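 also: plate controls were negative control peptide for no effect and reference peptide for full effect; strong numbers were not always called active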
# TcdB inh = blocks C. difficile toxin B glycohydrolase activity; P18177; TcdB glycohydrolase enzymatic assay, plate reader; inhibition, % at 9.99 µM; hit rate 0.24% among 350,000; in the data active = inhibition above about 10%
# PrPC TRFRET = reduces human prion protein on the cell surface | P04156 | cell surface PrPC, TR-FRET read-out | AID 720596 | inhibition, % at 13.8 µM | hit rate 0.43% among 370,000; in the data active = inhibition above about 24%; also: 0% = median of the test wells and 100% = reference compound wells
# Vc quorum ag = quorum light induction in luxS cqsA deficient V. cholerae; activation, % at 18.7 µM; hit rate 0.16% among 350,000; V. cholerae BH1578 lux reporter, luminescence, 6 h; in the data active = activation mostly above about 9.7%, no sharp cut-off; also: not every result past the cut was called active; inactives centre near 0; reference of the scale not given here
# 3CLpro inhibitor = SARS-CoV 3CLpro protease inhibition. inhibition, % at 6 µM. AID 1706. P0C6X7. hit rate 0.14% among 290,000. recombinant SARS-CoV 3CLpro, quenched FRET peptide cleavage; in the data active = inhibition above about 12%
# Numbers without * were called inactive; i = inactive; nt = not tested or not shown; & = joins results of further samples. A portion of the library; the hit share may differ from the screen's.
SMILES,VHR inh abs,Rv3671c protease,CCHF vOTU inh,Yp Topo-I inh,MazEF act,PriA SSB inh,TcdB inh,PrPC TRFRET,Vc quorum ag,3CLpro inhibitor
COc1ccc(C(=O)C2C(c3ccc(-c4ccccc4[N+](=O)[O-])o3)NC(=O)NC2(O)C(F)(F)F)cc1 (stereo not given),28,-58,1,5,3,25,0.0,-7,-0.4,0
CCOC(=S)SCC(=O)N1CCc2cc(OC)ccc2C1C1C(=O)CCCC1=O (stereo not given),18,-1,7,-4,-4,0,-0.6,-1,i,3
Cc1cccc(C)c1NC(=O)/C(C#N)=C/c1ccc(-c2ccc(C(=O)O)cc2)o1,12,-3,4,0,2,-4,-2.1,-7,0.6,4
CCOc1ccc(S(=O)(=O)N2CCCCC2)cc1NC(=O)c1cccnc1OCC,nt,4,11,-2,-12,-9,1.4,-4,0.5,nt
COC(=O)c1ccc(-n2c(C)cc(C(=O)COC(=O)CNS(=O)(=O)c3ccc(C)cc3)c2C)cc1,4,-7,-4,2,1,3,nt,-2,i,4
COc1cccc(-c2cc(C(=O)Nc3cc(C)on3)no2)c1,11,1,-11,-9,-14,-10,nt,-1,0.6,6
N#Cc1nccnc1S(=O)(=O)c1cccs1,-2,0,-4,nt,1,-14,1.4,15,nt,-1
COc1ccc(C(=O)Oc2coc(CSc3nnc(NC(=O)c4cccs4)s3)cc2=O)cc1,11,-12,3,-2,-6,-3,nt,5,-0.2,2
CC1=C(C(=O)N2CCOCC2)CC(CC(=O)NCCN2CCOCC2)C(=O)N1CCC1=CCCCC1 (stereo not given),nt,nt,10,-1,6,nt,0.4,-8,-0.4,nt
O=C(NCCc1c[nH]c2ccccc12)C(=O)NCC1OCCN1S(=O)(=O)c1ccc(F)cc1 (stereo not given),-4,6,0,7,8,6,1.6,-3,i,-2
CCCc1n[nH]c2c1C(=O)C(C(=O)OC)C(C)(C)C2 (stereo not given),14,3,7,-4,4,-15,nt,-2,0.7,5
Cc1ccc(-c2cc(-c3ccccc3)nc(NN)n2)cc1,1,-6,-5,7,8,-2,0.0,11,-0.3,5
COc1ccc(OC)c(-c2csc(N(Cc3ccco3)C(=O)c3ccco3)n2)c1,13,-17,4,6,-17,-8,0.1,-7,-0.2,-4
O=C(Nc1ccc(Cl)c(S(=O)(=O)N2CCCCC2)c1)c1ccco1,nt,-12,-3,1,-8,-1,1.0,5,-0.5,nt
COC(=O)c1sc2ncn(N)c(=O)c2c1C,26,-2,nt,nt,-7,-12,nt,nt,nt,-2
COC(=O)c1[nH]c2cc(OC)ccc2c1NC(=O)CCN1CCCCC1,-2,4,1,-3,10,-8,nt,-12,i,3
CC(C)n1c(-c2cccs2)nc2ccccc21,18,2,-4,8,4,-6,nt,1,i,-1
COC(=O)[C@@H]1C[C@@H](C(=O)O)[C@H](C)C1(C)C,nt,-2,20,-2,5,-1,0.4,2,3.0,nt
CC(C)(C)SCCNS(=O)(=O)c1ccc2ccccc2c1,4,-9,-6,17,1,-22,nt,-1,-2.5,1
O=c1[nH]c2c(n(C3CCCCC3)c1=O)CCC2,24,-8,-3,0,8,-10,nt,2,-1.4,-7
CC(=O)Nc1ccc2c(COC(=O)[C@H](C)N3C(=O)C4CCCCC4C3=O)cc(=O)oc2c1 (stereo not given in full),-3,4,-199,7,-1,-1,-1.0,-1,i,2
CSC1=NCCN1C(=O)c1ccc(S(=O)(=O)N2CCCCC2)cc1,15,-4,-7,-13,-1,1,1.7,0,-0.3,-3
Cc1ccc(S(=O)(=O)N2CCOCC2)cc1NC(=O)COC(=O)CCc1c[nH]c2ccccc12,nt,-1,-19,2,-2,4,1.3,4,-2.7,nt
Cc1cccc(NC(=O)C(=O)NCCCc2ccccc2)c1,-8,-10,2,nt,nt,nt,-0.8,4,nt,6
COc1cccc(N=Cc2ccc(O)cc2O)c1,0,7,-5,0,14,10,2.0,0,-1.0,-2

# Some of the entries so far, bar-delimited.
canonical_smiles | VHR inh abs | Rv3671c protease | CCHF vOTU inh | Yp Topo-I inh | MazEF act | PriA SSB inh | TcdB inh | PrPC TRFRET | Vc quorum ag | 3CLpro inhibitor
N#Cc1nccnc1S(=O)(=O)c1cccs1 | -2 | 0 | -4 | nt | 1 | -14 | 1.4 | 15 | nt | -1
COc1ccc(C(=O)Oc2coc(CSc3nnc(NC(=O)c4cccs4)s3)cc2=O)cc1 | 11 | -12 | 3 | -2 | -6 | -3 | nt | 5 | -0.2 | 2

# Following part
SMILES,VHR inh abs,Rv3671c protease,CCHF vOTU inh,Yp Topo-I inh,MazEF act,PriA SSB inh,TcdB inh,PrPC TRFRET,Vc quorum ag,3CLpro inhibitor
CC(=O)c1ccccc1NS(=O)(=O)c1ccccc1Cl,12,2,-9,-5,3,7,-1.5,0,-0.2,-2
O=C(NC(=S)Nc1ccccc1)c1cc(-c2ccccc2)nc2ccccc12,16,-36,22,-4,-1,-3,nt,17,-0.3,2
Cc1ccccc1NC(=O)c1c(C)nn(-c2ccccc2)c1Cl,-4,-18,-13,5,0,-2,0.6,-4,i,5
Cc1ccnc(NS(=O)(=O)c2ccc(NC(=O)c3ccc([N+](=O)[O-])s3)cc2)n1,-5,11,6,-8,0,-3&-1,1.1,-44,-0.2,1
COc1ccc2sc3c(=O)[nH]c4ccccc4c3c2c1,19,-4,23,-11,36,-6,nt,0,7.1,-7
O=C(CN1C(=O)c2cccc3cccc(c23)C1=O)NCCN1CCOCC1,22,8,1,-12,13,4&-19,1.6,-36,i,4
Cc1ccc(S(=O)(=O)N(C)C)cc1NC(=O)C1Cc2ccccc2CN1C(=O)c1ccco1 (stereo not given),-10,1,4,7,-11,-5,0.5,2,-0.3,1
O=C(O)CC(c1cccc(O)c1)N1Cc2ccccc2C1=O (stereo not given),nt,2,-11,0,11,1,-1.0,7,i,-3
CCNC(=O)COC(=O)/C=C/c1c(C)nn(Cc2cccc(OC)c2)c1Cl,-13,-3,-8,13,0,-2,-1.5,8,i,-4
Cc1nc2ccccn2c1C(=O)NNC(=S)Nc1ccc(Cl)cc1,2,2,-3,-13,0,7,nt,-4,-0.7,-1
Cc1oc(C)c2c(=O)ccc3c(c12)OC(N)=C(C#N)C3c1ccc(F)cc1 (stereo not given),-4,2,9,-4,36,17,nt,-6,0.2,2
COc1ccccc1CNC(=O)C1CCN(S(=O)(=O)c2ccc3c(c2)OCCCO3)CC1,8,12,10,31,3,5,nt,-7,-0.4,-1
COC(=O)CC1NCCNC1=O (stereo not given),39,3,-6,10,3,-18,nt,2,0.4,3
CC(C)c1nnc(NC(=O)c2nc(S(=O)(=O)Cc3ccccc3F)ncc2Cl)s1,-12,-8,-3,nt,7,-5,0.8,-9,nt,0
Cc1ccc(/C(O)=C2/C(=O)C(=O)N(c3ccccn3)C2c2ccc([N+](=O)[O-])cc2)cc1 (stereo not given),1,7,6,-8,-1,nt,-0.8,-8,-1.5,5
COc1ccccc1CCC(=O)OCC(=O)Nc1cc(S(=O)(=O)N2CCOCC2)ccc1C,nt,1,0,28,2,3,-0.6,-2,i,nt
COc1ccc(C(=O)N2CCNC(=O)C2CC(=O)Nc2cc(Cl)ccc2OC)cc1 (stereo not given),39,-7,-1,7,4,-1,0.6,0,-3.3,-5
O=C(NC1CCS(=O)(=O)C1)c1cn(-c2ccccc2)nc1-c1ccccc1 (stereo not given),25,0,6,5,0,-13,nt,5,i,-4
O=C1c2ccccc2C(=O)C1(CO)c1ccccc1,24,1,1,0,-6,15,1.6,1,-0.4,3
NC(=O)C1CCN(S(=O)(=O)c2cccc(C(=O)O)c2)CC1,13,-1,17,2,9,-9,-1.2,-2,-1.4,3
Cc1cc(OCC(O)CN2CCCC2)ccc1C(C)C (stereo not given),23,nt,-12,-7,11,-2,0.5,-5,i,0
CS(=O)(=O)N1CCN=C1SCc1cccc(F)c1,4,9,9,4,10,-8,0.2,-1,-0.9,-4
COc1ccccc1-n1c(C)nc2cc(C(=O)NCC3CCCO3)ccc21 (stereo not given),-25,-8,-2,7,-1,5,1.4,-3,-1.2,-1
CN(C)C(=O)CCc1ccc2c3c([nH]c2c1)[C@]1(CCC2CCCC2)[C@@H](C(=O)N2CCOCC2)C[C@H](CC(=O)NCCc2ccccn2)C(=O)N1CC3,nt,nt,10,17,12,-6,1.5,-6,-0.7,nt
Cc1ccc(-n2nc3c(c2NC(=O)CC(C)C)CS(=O)C3)cc1 (stereo not given),2,3,5,-2,0,-7,1.7,-1,-0.3,4

# (further entries)
SMILES,VHR inh abs,Rv3671c protease,CCHF vOTU inh,Yp Topo-I inh,MazEF act,PriA SSB inh,TcdB inh,PrPC TRFRET,Vc quorum ag,3CLpro inhibitor
COc1cc(NS(=O)(=O)c2ccc(C)cc2)c2c(c1N)C(=O)c1ccccc1C2=O,nt,nt,7,-7,-13,nt,1.4,10,-1.4,nt
OC[C@@H]1CN(Cc2ccccc2)C[C@H](n2ccc3c(N4CCCC4)ncnc32)O1,nt,nt,-1,17,nt,nt,-1.3,-2,-4.5,nt
COc1ccc(-c2noc(CN3CCOCC3)n2)cc1OC,-12,2,4,5,4,-15,nt,3,i,-3
O=[N+]([O-])c1ccc(C(O)CN2CCOCC2)cc1 (stereo not given),-6,11,1,3,12,-2,1.0,-12,-0.3,2
CCc1cc2c(Nc3ccccc3O)nc(C)nc2s1,28,nt,-5,-14,8,2,0.1,5,i,5
N#CNC(N)=Nc1cccc(Cl)c1,24,-29,10,3,-9,9,nt,1,-2.5,1
COc1ccc(CCNC(=O)COC(=O)CSc2ccc([N+](=O)[O-])cc2)cc1OC,nt,2,4,-4,0,-2,1.2,-2,-0.3,nt
Cc1[nH]c(=O)[nH]c(=O)c1NC(=O)c1ccc(OC(C)C)cc1,7,-7,-12,0,4,1,-0.1,-3,-0.5,-2
COc1ccc(Br)cc1CN(C)CC(=O)NCc1ccc(F)cc1,2,4,-2,8,-2,4,-0.6,0,-0.8,2
Cc1cccc(C)c1NC(=O)c1cnn(-c2ccccc2)c1C,30,-8,6,-7,7,-3,1.4,4,-0.7,2
C=C(C)Cn1c(SCC(=O)N/N=C/c2c(O)ccc3ccccc23)nc2ccccc2c1=O,-4,-5,5,-2,-28,nt,nt,5,i,-5
CC1=C(C(=O)OC2CCCCC2)C(c2cccnc2)n2nnnc2N1 (stereo not given),42,-13,-15,3,0,-2,nt,8,1.7,-1
CN1CCN(S(=O)(=O)c2ccc(Br)c3nsnc23)CC1,2,2,0,1,6,-2,-0.5,-32,i,-4
CCOC(=O)c1c(/N=C/C2=C(O)CC(C)(C)CC2=O)sc2c1CCCC2,12,4,7,2,-7,nt,0.1,-6,i,2
Cc1cccc(OCCCC(=O)NC2CCCCC2)c1,9,10,0,0,-1,-16,-3.8,4,-0.4,-3
CCN(CC)N=Nc1ccc(C(=O)O)cc1,2,-7,-7,0,-2,-5,1.4,3,-0.1,4
O=C(Cc1c(F)cccc1Cl)Nc1cc(S(=O)(=O)N2CCCCC2)ccc1N1CCOCC1,17,4,0,6,2,0,-0.1,-2,-2.8,1
CCc1nc2ccc(C(=O)NCCC(C)C)cn2c1N(CC)CCOC,nt,nt,8,6,nt,nt,1.6,5,-0.3,nt
CC(=O)Oc1c(S(=O)(=O)c2ccc(C)cc2)c(C)nn1C(C)(C)C,19,0,3,9,8,-9,nt,-6,-1.4,1
COc1ccc(/C=C/c2ccc3cccc(O)c3n2)cc1Br,-12,3,2,-1,-1,6,-0.1,-3,-0.2,2
Cc1ccc(S(=O)(=O)N2C[C@@H]3[C@H]4CC[C@H](C4)[C@@H]3[C@@H](C)[C@@H]2c2cn(Cc3ccccc3)c3ncccc23)cc1,nt,nt,3,15,3,-9,-0.9,10,i,nt
CCOC(=O)C1=C(COC(=O)C(CC)c2ccccc2)NC(=O)NC1C (stereo not given),nt,-1,9,0,4,-4,2.5,-4,1.8,nt
COc1c(NC=O)c2c(c([N+](=O)[O-])c1OC)C(=O)OC2,nt,nt,-4,-7,5,-12,-3.5,-2,i,nt
Cn1c(=O)c(C(=O)NC2CCCCCCC2)c(O)c2ccccc21,19,-1,-7,1,3,-11,nt,6,-2.2,0
O=C(Nc1ccccc1)c1cc(Cl)nc2ccccc12,-4,-8,-15,-1,3,-2,nt,-7,0.3,7
CCCc1c(C(=O)N/N=C(\C)CCc2ccc(OC)cc2)nnn1-c1nonc1N,29,0,9,-5,4,nt,0.8,-1,3.1,-2
